Source: PubChem
DAGLB inhibitor = blocks human DAGLB lipase activity; Q8NCG7; HEK293T DAGLB membrane lysate, EnzChek fluorogenic substrate; 340,000 compounds, 0.059% hits; inhibition, % at 5.17 µM; in the data active means inhibition above about 34%;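 further: 0% = enzyme with vehicle and 100% = wells lacking enzyme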
LANA DNA inh = inhibitors of KSHV LANA C-terminal domain DNA binding; MBP-C-LANA/FAM-LBS DNA binding, fluorescence polarization; inhibition, % at 9 µM; 340,000 compounds, 0.078% hits; AID 504423;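 active means highest replicate inhibition at or above 60% at 9 µM, even if other replicates fall short; inactive means all replicates below 60% inhibition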;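 further: 0% = neutral control wells and 100% = 4 µM acridine orange control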
Arrestin-AP2 inh = blocks beta-arrestin peptide binding to AP2 adaptin | FITC-arrestin peptide / GST-AP2 beads, flow cytometry; AP2 beta2 appendage carries R879A mutation | inhibition, % at 10 µM | 340,000 compounds, 0.31% hits;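 active means inhibition above a set limit, near 3 SD of compounds lacking own fluorescence, cut at about 54% in these data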;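 further: plate controls were DMSO wells for no effect and 5 µM unlabelled arrestin peptide for full effect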
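System: GST-AP2 R879A glutathione beads | Also added: FITC-arrestin peptide, 50 nM | Times: 12 min plus 1 h, RT | Signal: Bead flow cytometry, FITC channel | Buffer or medium: PBS with 0.05% Tween 20 and 0.1% BSA | Read-out basis: Percent drop in bead-associated FITC signal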
Cardiac RTF inh = cardiac RTF calcium desensitization. P19429+P45379. IANBD-labeled cardiac RTF, Ca2+ fluorescence. inhibition, % at 7.15 µM. 340,000 compounds, 0.12% hits. AID 493244;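 active means inhibition above the mean inhibition of all tested compounds plus 3 SD, cut at about 17% in these data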;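 further: assay run at fixed EC70 calcium of 1.6 mM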
CAL PDZ FP-1 = blocks peptide binding to the human CAL PDZ domain. Q9HD26. purified CAL PDZ, TMR-peptide fluorescence polarization, 1 h. inhibition, % at 24.9 µM. 300,000 compounds, 0.92% hits. AID 602252;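 active means mean inhibition of at least 30% with at least half of replicates also reaching 30%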;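 further: 0% = DMSO neutral control and 100% = excess unlabeled competitor peptide PRC23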
NSD2 HMT inh = NSD2 (human) methyltransferase inhibition. O96028. 310,000 compounds, 0.54% hits. inhibition, % at 12.5 µM. AID 743445. NSD2 peptide methylation, AlphaScreen, 120 min; in the data active means inhibition above about 50%
Target sequence (O96028 whole entry, looked up): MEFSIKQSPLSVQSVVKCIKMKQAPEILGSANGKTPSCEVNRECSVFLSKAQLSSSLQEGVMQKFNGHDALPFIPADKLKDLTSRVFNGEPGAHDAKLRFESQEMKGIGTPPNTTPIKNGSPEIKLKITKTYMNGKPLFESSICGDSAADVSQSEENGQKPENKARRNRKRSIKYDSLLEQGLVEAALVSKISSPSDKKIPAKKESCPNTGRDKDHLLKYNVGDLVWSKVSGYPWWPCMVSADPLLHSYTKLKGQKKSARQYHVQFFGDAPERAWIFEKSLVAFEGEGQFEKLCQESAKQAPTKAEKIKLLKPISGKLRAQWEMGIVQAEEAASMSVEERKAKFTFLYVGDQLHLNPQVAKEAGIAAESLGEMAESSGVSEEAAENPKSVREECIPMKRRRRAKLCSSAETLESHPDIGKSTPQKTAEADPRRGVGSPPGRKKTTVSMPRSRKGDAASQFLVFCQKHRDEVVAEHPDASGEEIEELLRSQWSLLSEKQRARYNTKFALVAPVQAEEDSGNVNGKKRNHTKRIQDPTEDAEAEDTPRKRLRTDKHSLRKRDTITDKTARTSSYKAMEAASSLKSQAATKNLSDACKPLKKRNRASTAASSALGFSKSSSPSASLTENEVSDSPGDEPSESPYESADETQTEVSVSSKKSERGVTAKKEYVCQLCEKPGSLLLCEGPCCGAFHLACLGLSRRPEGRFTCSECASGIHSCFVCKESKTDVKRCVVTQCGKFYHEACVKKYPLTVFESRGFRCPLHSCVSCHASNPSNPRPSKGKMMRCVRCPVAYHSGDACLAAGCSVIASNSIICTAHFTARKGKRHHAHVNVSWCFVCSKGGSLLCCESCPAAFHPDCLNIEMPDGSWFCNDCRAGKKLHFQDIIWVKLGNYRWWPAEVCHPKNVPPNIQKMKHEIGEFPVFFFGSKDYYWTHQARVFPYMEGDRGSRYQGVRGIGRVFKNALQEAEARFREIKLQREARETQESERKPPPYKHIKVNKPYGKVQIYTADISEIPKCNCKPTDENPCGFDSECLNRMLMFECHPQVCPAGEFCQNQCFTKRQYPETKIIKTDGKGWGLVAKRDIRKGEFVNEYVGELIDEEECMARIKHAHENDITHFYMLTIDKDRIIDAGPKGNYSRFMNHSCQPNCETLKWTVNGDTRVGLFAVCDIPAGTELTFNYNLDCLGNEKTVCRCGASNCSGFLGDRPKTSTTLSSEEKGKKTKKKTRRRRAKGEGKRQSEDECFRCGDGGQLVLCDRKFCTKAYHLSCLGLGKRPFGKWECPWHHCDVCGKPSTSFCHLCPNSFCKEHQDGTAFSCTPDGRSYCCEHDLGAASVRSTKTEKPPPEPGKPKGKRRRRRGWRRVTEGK
Pemphigus Ab inh = human desmoglein-3 autoantibody binding inhibition; P32926; 310,000 compounds, 0.48% hits; DSG3-coupled beads, scFv-anti-DSG3-GFP binding, flow cytometry; stronger effect = lower value; binding (percent of control), % at 10 µM;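 active means binding more than 3 SD below its plate's average and above zero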;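 further: hits lower antibody fragment binding to DSG3; some compounds called inactive have numbers as strong as hits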
CAL PDZ FP-2 = inhibitors of human CAL PDZ peptide binding | purified CAL PDZ, TMR-peptide fluorescence polarization, 1 h | inhibition, % at 20 µM | 330,000 compounds, 0.02% hits | AID 504414;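 active means highest replicate inhibition of at least 40%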;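 further: plate controls were DMSO neutral control wells for no effect and unlabeled competitor peptide control wells for full effect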
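Material – purified CerCALP PDZ construct · Detection – FP readout, S and P plane fluorescence · Measure – percent inhibition from loss of millipolarization · Controls – unlabelled peptide for full inhibition, DMSO wells as neutral · Probe or stimulus – TMR-labelled reporter peptide T*-PRC34 bound in PDZ groove · Times – 1 h at RT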
V-ATPase pHluor = alters yeast V-ATPase proton transport; S. cerevisiae, pHLuorin cytosolic pH fluorescence; response, % at 10 µM; 350,000 compounds, 0.37% hits; AID 504577; in the data active means response mostly above about 7.3%, no sharp cut-off; inactive means mostly below about 5.4%; further: actives read high; inactives centre near 0; some compounds called inactive have numbers as strong as hits
Keap1 Nrf2 FP = Keap1-Nrf2 (human) interaction inhibition | Keap1 Kelch-Nrf2 peptide fluorescence polarization, 1536-well | Q14145 | 340,000 compounds, 0.15% hits | inhibition, % at 9.4 µM; in the data active means inhibition above about 12%;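 further: human Keap1 Kelch domain with fluorescein labeled Nrf2 9mer peptide probe; 0% = neutral control wells and 100% = peptide positive control; higher means more block of Keap1 binding to Nrf2 peptide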
Starred values were filed as active, the others as inactive; . = no result given.

SMILES,DAGLB inhibitor,LANA DNA inh,Arrestin-AP2 inh,Cardiac RTF inh,CAL PDZ FP-1,NSD2 HMT inh,Pemphigus Ab inh,CAL PDZ FP-2,V-ATPase pHluor,Keap1 Nrf2 FP
Cc1oc(-c2ccccc2F)nc1CS(=O)CC(=O)NC1CCCCC1 (stereo not given),1,-0.4,-3,1,.,.,102,-0.6,-4,-1
Cc1ccc(C(=O)Nc2ncccc2S(=O)(=O)c2ccccc2)cc1,-7,-1.0,5,-1,2,-1,120,-2.2,0,-6
Cn1cc([N+](=O)[O-])c(C(=O)N2CCN(Cc3ccc4c(c3)OCO4)CC2)n1,1,-0.5,-9,5,0,26,102,-1.3,3,1
Cc1oc2c(CN3CCCC3)c(O)ccc2c(=O)c1Oc1ccccc1Br,-1,-0.9,-7,8,.,13,102,-1.3,-1,-4
N#Cc1ccccc1NC(=O)CSc1nnc(-c2ccncc2)o1,-1,-0.4,3,-25,-4,-3,100,0.4,-2,-1
COc1cccc(NC(=O)COc2ccc(Br)c(C)c2)c1,-16,-1.5,-11,-3,-3,-2,101,-0.7,3,-6
C[C@@H](NC(=O)c1[nH]cnc1C(=O)Nc1ccc(Cl)cc1)c1ccccc1,-7,-0.3,9,-22,-3,.,105,-0.6,-1,-5
CCCC(=O)Nc1cc(C)c(NC(=O)c2ccco2)cn1,2,-1.1,7,-2,-1,0,97,-0.4,-6,-4
COc1ccc(C2C(C(=O)NCc3ccccn3)c3ccccc3C(=O)N2C)cc1OC (stereo not given),0,4.4,3,1,1,-1,.,0.0,-4,-5
CC(C)CCNC(=O)C1CCN(S(=O)(=O)c2ccc3c(c2)CC(C)N3C(=O)C2CC2)CC1 (stereo not given),1,-0.8,1,-3,-1,.,106,-3.6,2,-1
O=C(NCc1ccccc1)C1=C[C@@H](c2coc3ccccc3c2=O)C[C@@H](OCc2ccc(CO)cc2)O1,5,-0.9,16,-7,0,.,104,-1.8,0,-1
Cc1ccc(-c2cc(C(=O)Nc3nn[nH]n3)c3ccccc3n2)cc1,-1,1.3,2,-5,-3,-1,100,.,2,0
C/C(CC(=O)Nc1ccc(Cl)cc1Cl)=N\NC(=O)c1ccncc1,3,-1.0,-18,0,-5,-6,106,-0.4,3,-4
COc1ccc(OC)c(C(=O)c2ccc(C(=O)N3CCN(Cc4csc(C)n4)CC3)cc2)c1,.,-1.1,-16,.,-7,0,.,-0.8,1,-2
Clc1cccc(-c2nnc(-c3ccccc3)o2)c1,-13,0.1,1,-2,0,.,114,.,4,-2
Cc1ccc(Oc2ncccc2N)c2c1CCC2,0,0.2,-11,-11,-1,4,108,0.3,1,-1
COc1cc(Cl)c(C)cc1NC(=O)CSc1nnc(CN2CCCC2)o1,1,0.9,1,-3,-3,-1,100,-0.3,2,1
Cc1ccc(S(=O)(=O)NCc2ccccc2)cc1C(=O)N1CCCC(C(F)(F)F)C1 (stereo not given),0,0.2,-6,-1,-1,-2,101,-3.2,-1,-1
C/C(=N\NC(=S)NC(C)C)c1ccc(Cl)s1,-1,11,-2,-1,0,0,85,-1.6,2,3
CC(C)(C)NC(=O)CN(C(=O)CCN1CCCc2ccccc21)C(C)(C)C,-2,3.9,-3,-13,0,4,130,0.1,4,1
Cc1ccc(NC(=S)N/N=C2\CCCCC2C)cc1 (stereo not given),-1,-1.1,9,-3,15,11,103,-2.7,2,2
CCOC(=O)N1CCN(C(=O)CCSc2ccc(Cl)cc2)CC1,-2,-1.0,21,-7,-1,-1,96,.,-1,4
CCN(CC)S(=O)(=O)c1cc(Cl)ccc1OC,1,-1.1,6,-11,0,0,97,-0.9,-1,-6
CCCCOc1ccc(C(=O)OCC(=O)NC2CCCC2)cc1,-3,-4.3,1,-7,-6,-4,100,0.0,-1,0
Cc1n[nH]c(=O)c2c(NC(=O)COC(=O)/C=C/c3cccc(C(F)(F)F)c3)oc(C)c12,-1,1.8,-10,-5,-6,1,101,-1.4,3,1

Some of these compounds in order of count of non-hydrogen atoms, smallest number first:
SMILES,DAGLB inhibitor,LANA DNA inh,Arrestin-AP2 inh,Cardiac RTF inh,CAL PDZ FP-1,NSD2 HMT inh,Pemphigus Ab inh,CAL PDZ FP-2,V-ATPase pHluor,Keap1 Nrf2 FP
COc1cccc(NC(=O)COc2ccc(Br)c(C)c2)c1,-16,-1.5,-11,-3,-3,-2,101,-0.7,3,-6
CCCCOc1ccc(C(=O)OCC(=O)NC2CCCC2)cc1,-3,-4.3,1,-7,-6,-4,100,0.0,-1,0
CC(C)CCNC(=O)C1CCN(S(=O)(=O)c2ccc3c(c2)CC(C)N3C(=O)C2CC2)CC1 (stereo not given),1,-0.8,1,-3,-1,.,106,-3.6,2,-1

(list continues)
SMILES,DAGLB inhibitor,LANA DNA inh,Arrestin-AP2 inh,Cardiac RTF inh,CAL PDZ FP-1,NSD2 HMT inh,Pemphigus Ab inh,CAL PDZ FP-2,V-ATPase pHluor,Keap1 Nrf2 FP
COc1ccc(OCc2nn3c(Cn4cnc5ccccc54)nnc3s2)cc1,4,-0.7,10,-3,.,2,98,-3.3,-2,0
C=CCCC1(C)C(=O)N(c2ccccc2)c2ccccc21 (stereo not given),-9,-1.7,11,-5,1,22,99,-0.5,-5,0
Cc1cc(C)c2cc3c(N)c(C(=O)Nc4c(C)[nH]c(=O)[nH]c4=O)sc3nc2c1,4,-1.0,4,-1,18,1,175,0.7,-37,-2
CCN1C(=O)C(CC(=O)Nc2ccc(OC)cc2)N(Cc2cccnc2)C1=S (stereo not given),-4,-0.4,-10,-6,-8,.,106,-0.7,3,0
Brc1cccc(OCCCN2CCCCCC2)c1,-1,1.1,3,-4,0,13,106,-2.8,2,-3
CN(C)c1ccc(C(=O)NNC(=O)c2ccc(Cl)cc2)cc1,.,-0.8,-9,.,.,1,96,0.3,-1,-4
O=C(Cc1cccs1)Nc1nnc(CCc2ccccc2)s1,2,0.4,-1,3,-2,-4,125,-0.1,-4,-3
N#Cc1cccc(NC(=O)N2CCC(c3nc4c(nnn4Cc4cccc(Cl)c4)c(=O)[nH]3)CC2)c1,2,0.0,20,0,-5,1,96,.,-11,2
Cc1ccn(CCNC(=O)C2CCC(=O)N(CCc3ccc(Cl)cc3)C2)n1 (stereo not given),0,-0.5,-9,-3,-3,-2,100,-2.2,-1,2
CCOC(=O)c1c(NC(=O)CSc2nc3ccc(C)cc3[nH]2)sc2c1CC(C)(C)NC2(C)C,2,-20,7,9,-5,-3,.,-1.5,0,0
OCCC1CN(Cc2cccc3nccnc23)CCN1Cc1ccc(F)c(F)c1 (stereo not given),-1,-0.2,0,-20,1,1,94,-1.0,2,1
Cc1ccc(-n2nc3c(=O)n(CCCC(=O)NCc4cccc(F)c4)nc(C)c3c2C)cc1,5,-0.4,-6,6,-2,.,104,-1.5,2,-7
Cc1ccc(NC(=O)CS(=O)CC(=O)N(c2ccc(C)cc2)C(C)C(=O)NC2CCCCC2)cc1 (stereo not given),1,1.5,-1,5,2,-2,101,-4.0,0,8
CCCCN(Cc1ccco1)C(=O)C1CCCN(c2ncnc3c2nc2n3CCCCC2)C1 (stereo not given),-2,0.7,4,-12,-5,18,.,-2.4,0,-5
CCOc1ccc(C(=O)NCC(=O)OCCN2C(=O)c3ccccc3C2=O)cc1OCC,-2,-1.6,-3,-1,-1,0,103,-1.0,2,-4
Cc1ccc(-c2nc(C)sc2CC(=O)O)cc1,1,-0.5,-8,-12,0,-4,110,-1.3,-2,-6
Cn1c(=O)c2c(ncn2CC(=O)Nc2nc(-c3ccccc3Cl)cs2)n(C)c1=O,2,0.9,-1,-10,0,10,.,29,-2,2
O=C(c1ccc(Cl)c(S(=O)(=O)N2CCCCC2)c1)N1CCN(c2ccccc2)CC1,-3,0.0,-10,-5,1,0,.,-1.4,2,2
CCOc1ccccc1-n1c(CNc2ccc(F)cc2)nnc1SCC(=O)NCc1ccco1,1,-0.5,-3,-11,.,1,107,0.1,-3,-1
COc1ccc(OC)c(C2N(c3ccccn3)C(=O)C3CCCN32)c1 (stereo not given),-1,-1.0,-3,6,-2,-3,105,-1.8,4,3
CCN(CC1CCCO1)C(=O)C1CCN(C2CCN(Cc3ccccc3C)CC2)CC1 (stereo not given),2,4.0,0,-2,-3,13,126,-3.3,0,-10
COC(=O)COc1ccc(/C=C2\SC(=O)N(CC(=O)Nc3ccccc3F)C2=O)cc1,-2,0.6,25,-1,.,-3,94,-1.7,4,-2
Cc1nnc(NC(=O)CSc2nc3c(c(=O)n(C)c(=O)n3C)n2C(C)C)s1,-1,-0.2,-6,3,-3,-2,101,-0.4,0,0
CCOC(=O)c1cc2c(=O)n3cccc(C)c3nc2n(Cc2ccco2)c1=NC(=O)c1cccnc1,1,-1.3,25,0,2,.,99,-4.6,-5,7
CCCc1c(C(=O)N/N=C(\C)c2ccc(CC(C)C)cc2)nnn1-c1nonc1N,-6,.,.,.,.,1,106,.,1,.

Going on with the list.
SMILES,DAGLB inhibitor,LANA DNA inh,Arrestin-AP2 inh,Cardiac RTF inh,CAL PDZ FP-1,NSD2 HMT inh,Pemphigus Ab inh,CAL PDZ FP-2,V-ATPase pHluor,Keap1 Nrf2 FP
Cc1ccc(C)c(OCC(=O)NCC(C)(C)N2CCOCC2)c1,-1,-1.6,39,-8,-17,-1,99,-0.8,-4,1
O=C(NC1CCCc2ccccc21)C1CCN(S(=O)(=O)N2CCCCCC2)CC1 (stereo not given),1,-1.3,-1,-3,.,.,95,-2.3,3,-4
O=C(CNCc1ccco1)Nc1cc(S(=O)(=O)N2CCOCC2)ccc1N1CCOCC1,0,-1.2,-5,5,-3,1,121,0.2,-5,-3
CCOc1ccc(-c2[nH]ncc2-c2ccc(OC)c(OC)c2)c(O)c1,-1,-0.3,4,-11,.,10,101,-0.5,-2,-1
CCOC(=O)c1sc(NC(=O)C(CC)OC(=O)C(CC(C)C)NC(=O)c2ccccc2)nc1C (stereo not given),-5,3.5,6,3,-1,-31,.,0.0,-2,2
Cc1cccc(NC(=O)c2ccc(F)c(S(=O)(=O)NCc3ccco3)c2)c1,-1,-0.4,25,2,-4,2,100,-2.4,0,8
Cc1cccc(OCC(=O)N2CCN(C(=O)c3cccs3)CC2)c1,1,-1.8,7,-3,-1,-2,104,-0.7,1,0
N#Cc1nc(-c2ccc(OCc3ccccc3)cc2)oc1NCCCn1ccnc1,2,-0.5,0,-3,-1,2,80,-0.4,3,-4
CC(C)OP(=O)(OC(C)C)C(Nc1ccccn1)c1ccc(F)cc1 (stereo not given),1,1.9,27,12,-4,0,99,-3.2,-4,2
CCOC(=O)NC(CC(=O)O)c1ccc(OC)cc1 (stereo not given),-1,0.0,29,3,-2,1,117,0.4,-5,-3
N/C(=N\c1nc2ccccc2o1)NC(=O)c1ccc(F)cc1,1,1.5,-1,2,-1,0,97,-2.6,3,-1
CC(C)NC(=O)Nc1cccc2c1O[C@H](CN(C)C(=O)NC1CCCCC1)[C@H](C)CN([C@H](C)CO)C2=O,1,1.4,36,-15,2,.,97,-0.1,1,1
CC1(C)CC(=O)C=C(c2cccc(Br)c2)C1,-6,0.5,-5,3,-4,.,97,-0.6,-1,0
O=C(Nc1ccc(NC(=O)c2cccs2)cc1)c1ccco1,3,0.7,-1,-3,-1,-4,94,-1.6,0,3

These rows are one share of the data; the hit share may differ from the screen's.
